Source: PubChem
MrgX1 antag = blocks BAM8-22 activation of human MrgX1 receptor; MRGX1-HEK293 calcium flux, Fluo-4, BAM8-22 antagonism; stronger effect = lower value; B-score at 10 µM; 310,000 tested, 1.3% active; AID 588676;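 active = calcium-response B-score plate-corrected more than 3 library SD below zero, starting fluorescence within 5 deviations, no agonist response on first addition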;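 also: peak minus trough fluorescence over baseline after final BAM8-22 challenge near maximal dose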
TRPC4 potent = allosteric potentiators of mouse TRPC4 channel; Q9QUQ5; HEK293 TRPC4beta/mu-opioid, DAMGO EC20, Fluo-4 Ca2+ flux; stronger effect = higher value; B-score at 10 µM; 310,000 tested, 0.42% active;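 active = B-score of calcium response area above 5 SD of library B-scores, with initial fluorescence ratio within 5 SD of library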;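 also: B-score of integrated fluorescence ratio over time as area under calcium response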
TRPC6 act = mouse TRPC6 channel activation; HEK293-TRPC6 membrane potential dye fluorescence; stronger effect = higher value; B-score at 10 µM; 310,000 tested, 0.13% active;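 active = B-score of the integrated fluorescence ratio above library mean plus 3 SD, and starting fluorescence ratio within library mean plus 5 SD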;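 also: higher score means more depolarization so channel activation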
MrgX1 allo act = allosterically activates human MrgX1 receptor signaling | AID 588675 | MrgX1-HEK293, Fluo-4 calcium flux, FDSS; stronger effect = higher value | B-score at 10 µM | 310,000 tested, 0.63% active | Q96LB2;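 active = plate-corrected calcium response at least 3 library SD above typical, normal starting fluorescence, not activating the receptor alone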;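 also: compound read alongside a low EC10 to EC30 dose of BAM8-22 agonist; peak minus trough fluorescence over baseline measured at the second addition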
TRPC4 act = opens the mouse TRPC4 cation channel; 310,000 tested, 0.49% active; B-score at 10 µM; Q9QUQ5; HEK293 TRPC4beta/mu-opioid, Fluo4 calcium fluorescence; stronger effect = higher value;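 active = B-score above 5 SD of library B-scores, and initial fluorescence ratio not above library mean plus 5 SD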;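 also: positive B-score marks a calcium rise read as TRPC4 activation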
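Material: TRPC4beta and mu-opioid receptor HEK293 stable cells | Incubation: 45 min room-temperature Fluo4 loading, 110 s read | Detection: Kinetic Fluo4 calcium fluorescence | Measure: Integrated baseline-normalised fluorescence ratio, converted to per-well B score | Benchmarks: Low control buffer alone, high control maximal DAMGO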
RGS4 inh = human RGS4 inhibition; B-score at 10 µM; 310,000 tested, 0.45% active; P49798; AID 463165; HEK293 M3R/RGS4 inducible, Fluo-4 calcium flux; stronger effect = higher value; triggered by carbachol at its EC20;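 active = B-score, a plate-corrected calcium signal, over three deviations above library mean, with baseline fluorescence within five deviations of library mean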;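 also: RGS4 expression induced by doxycycline in cells with stable M3 receptor; B-score is computed from the integrated fluorescence ratio over baseline after carbachol; higher B-score means a larger calcium signal and so more RGS4 inhibition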
TRPC4 block = blocks the mouse TRPC4 cation channel; Q9QUQ5; HEK293 TRPC4beta/mu-opioid, DAMGO-evoked Fluo4 calcium flux; stronger effect = lower value; B-score at 10 µM; 300,000 tested, 0.39% active; AID 2247;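 active = B-score over 3 SD under the library average, no early fluorescence shift, positive overall ratio signal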
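Assay system: TRPC4beta/mu-opioid receptor HEK293 cell line; compound dosing: single concentration per test compound; detection: Fluo4 Ca2+ flux fluorescence; evaluation: per-well B score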
MrgX1 agonist = agonists of human MrgX1 receptor; B-score at 10 µM; Q96LB2; AID 588627; MrgX1-HEK293 cells, Fluo-4 calcium fluorescence, agonist mode; stronger effect = higher value; 310,000 tested, 0.44% active;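 active = calcium response B-score plate-corrected fluorescence ratio at least 3 library SD, with starting fluorescence B-score inside 5 SD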
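Material – MrgX1-expressing HEK293 cells · Input – 15,000 cells seeded per well · Dosing – compound as first of three additions · Times – overnight seeding, then 1 h dark dye loading · Measured by – kinetic Fluo-4 NW fluorescence of intracellular calcium · Read-out – B-scored fluorescence response ratio · Benchmarks – positive and negative control wells on each plate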
ANO1 activ = activators or potentiators of mouse TMEM16A chloride channel. Q8BHY3. HEK293 TMEM16A/YFP-H148Q/I152L, iodide quench fluorescence; stronger effect = lower value. B-score at 10 µM. 340,000 tested, 0.3% active. AID 623877;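 active = fluorescence-ratio B-score plate-corrected deviation score at least 3 library SD below zero, with starting fluorescence score within 5 deviations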;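 also: channel opened by trigger with iodide after compound preincubation; score built on the fluorescence ratio of max minus min over baseline; more negative score means more quench and so TMEM16A activation or potentiation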
Target sequence (Q8BHY3 whole entry, looked up): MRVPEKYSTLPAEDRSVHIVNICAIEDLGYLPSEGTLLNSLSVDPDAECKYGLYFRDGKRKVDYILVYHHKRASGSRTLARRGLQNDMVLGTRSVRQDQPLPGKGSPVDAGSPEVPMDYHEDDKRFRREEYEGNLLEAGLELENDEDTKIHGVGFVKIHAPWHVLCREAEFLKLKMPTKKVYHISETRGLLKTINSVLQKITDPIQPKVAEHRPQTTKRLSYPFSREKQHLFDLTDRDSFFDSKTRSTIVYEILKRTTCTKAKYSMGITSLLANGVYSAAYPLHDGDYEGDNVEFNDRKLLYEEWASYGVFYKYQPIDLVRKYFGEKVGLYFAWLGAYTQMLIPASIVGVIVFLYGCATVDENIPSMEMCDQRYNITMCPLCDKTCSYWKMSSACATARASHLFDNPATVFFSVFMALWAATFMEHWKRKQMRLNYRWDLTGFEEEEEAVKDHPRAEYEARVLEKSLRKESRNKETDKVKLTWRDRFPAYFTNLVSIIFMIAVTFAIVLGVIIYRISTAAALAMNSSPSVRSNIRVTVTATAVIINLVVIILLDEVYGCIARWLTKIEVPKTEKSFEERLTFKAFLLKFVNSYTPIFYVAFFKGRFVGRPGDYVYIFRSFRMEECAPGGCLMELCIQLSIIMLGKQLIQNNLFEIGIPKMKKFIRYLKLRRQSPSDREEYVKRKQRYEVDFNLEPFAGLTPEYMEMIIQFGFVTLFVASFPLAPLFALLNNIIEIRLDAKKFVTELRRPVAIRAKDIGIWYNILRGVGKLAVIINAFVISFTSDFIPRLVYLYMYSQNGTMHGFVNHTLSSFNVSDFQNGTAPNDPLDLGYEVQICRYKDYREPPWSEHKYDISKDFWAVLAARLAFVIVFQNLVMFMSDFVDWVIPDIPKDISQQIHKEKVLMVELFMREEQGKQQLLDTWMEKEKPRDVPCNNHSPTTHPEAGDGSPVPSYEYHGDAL
ANO1 block = mouse TMEM16A channel inhibition, primary screen. Q8BHY3. HEK293 TMEM16A/YFP iodide influx fluorescence, ionomycin. normalized B-score (activity score, 25-100; higher = stronger inhibition) at 10 µM. 310,000 tested, 1.2% active. AID 588511;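 active = ratio plate-corrected score three or more library SD toward inhibition, starting fluorescence score within five deviations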;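 also: score derived from kinetic fluorescence span divided by baseline fluorescence per well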
TRPC6 inh = inhibitors of mouse TRPC6 channel; Q61143; HEK293-TRPC6, membrane potential dye, ACh-evoked depolarization; stronger effect = lower value; B-score at 10 µM; 310,000 tested, 1.1% active;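 active = B-score under library mean minus 3 SD, initial fluorescence not abnormally high, positive integrated signal ratio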;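 also: B-score derived from integrated fluorescence ratio over the kinetic read; more negative B-score means stronger inhibition of depolarization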
Starred values were filed as active, the others as inactive; i = inactive; . = no result given.

nr | mol | MrgX1 antag | TRPC4 potent | TRPC6 act | MrgX1 allo act | TRPC4 act | RGS4 inh | TRPC4 block | MrgX1 agonist | ANO1 activ | ANO1 block | TRPC6 inh
1 | CC1C2C(C)N(C)C(=O)N(C)C2N(C)C(=O)N1C (stereo not given) | i | i | i | i | i | i | i | i | i | i | i
2 | COc1ccc(/C=N/NC(=O)c2cccc(C(=O)N/N=C/c3ccc(OC)cc3)n2)cc1 | i | i | i | i | i | i | i | i | i | i | i
3 | CC(=O)Nc1c(N)c2ccccc2oc1=O | i | i | i | i | i | i | i | i | i | i | i
4 | CC(=O)Nc1cccc(NC(=O)CCc2ccccc2)c1 | i | . | . | i | . | . | . | i | i | i | .
5 | Cc1cccc(/C=N/NC(=O)Cn2nnnc2N)n1 | i | i | i | i | i | i | i | i | i | i | i
6 | COCCNC(=O)c1c[nH]c2ccc(S(=O)(=O)Nc3ccc(F)cc3F)cc2c1=O | i | i | i | i | i | i | i | i | i | i | i
7 | COc1ccc(C(CNC(=O)Cn2c(=O)oc3ccccc32)N(C)C)cc1 (stereo not given) | i | i | i | i | i | i | i | i | i | i | i
8 | COc1nnc(-c2ccc(C)c(S(=O)(=O)N(C)C)c2)c2ccccc12 | i | i | i | i | i | i | i | i | i | i | i
9 | Cc1cccc(N2CC(C(=O)OCc3ccc([N+](=O)[O-])cc3)CC2=O)c1 (stereo not given) | i | i | i | i | i | i | i | i | i | i | i
10 | Clc1ccc2nsnc2c1NC1=NCCN1 | i | i | i | i | i | i | i | i | i | i | i
11 | O=C(Nc1cccc(S(=O)(=O)NC2=NCCCCC2)c1)c1cc(-c2ccco2)nc2ccccc12 | i | i | i | i | i | i | i | i | i | i | i
12 | Cc1ccc(-n2[nH]c(C)c(/C=N/c3cccc(C)n3)c2=O)cc1 | i | i | i | i | i | i | i | i | i | i | i
13 | CC(=O)Nc1ccc(Nc2nc(C)cc(C)n2)cc1 | i | i | i | i | i | i | i | i | i | i | i
14 | COc1ccc(C(C(=O)NC2CCCC2)N(C(=O)c2ccco2)c2ccc3c(c2)OCO3)cc1OC (stereo not given) | i | i | i | i | i | i | i | i | i | i | i
15 | COc1ccc(NC(=O)CC2SC(=Nc3ccccc3)NC2=O)cc1 (stereo not given) | i | i | i | i | i | i | i | i | i | i | i
16 | Cc1ccc(-n2nc(C)c3c2OC(N)=C(C#N)C3c2ccc(F)cc2)cc1 (stereo not given) | i | i | i | i | i | i | i | i | i | i | i
17 | O=c1/c(=C/c2ccc(O)cc2)sc2nc3cc(Br)cnc3n12 | i | i | i | i | i | i | i | i | . | i | i
18 | COc1ccc(OCC(O)CNC(=O)c2sccc2Cl)cc1 (stereo not given) | i | i | i | i | i | i | i | i | i | i | i
19 | CCOCc1c(C(=O)NC2=Nc3ccccc3NC(CC)=C2C(=O)OCC)oc2ccccc12 | i | i | i | i | i | i | i | i | i | i | i
20 | CCCCOc1ccc(S(=O)(=O)n2c(C)nc3ccccc32)cc1 | i | i | i | i | i | i | i | i | i | 25* | i
21 | CCOC(=O)c1c(C)[nH]c(C(=O)OCC(=O)c2ccccc2)c1C | i | i | i | i | i | i | i | i | i | i | i
22 | CC(C)C[C@@H](CC#N)N1CCN(CCc2ccccc2)CCC1=O | i | i | i | i | i | i | i | i | i | i | i
23 | Cc1ccc(NCCC(=O)c2ccc(Cl)c(Cl)c2)cc1 | i | i | i | i | i | i | i | i | i | i | i
24 | COc1ccc(-c2nnc3ccc(SC)nn23)cc1 | i | i | i | i | i | i | i | i | i | i | i
25 | COc1ccc(Cn2nnnc2C(c2cc3cccc(C)c3[nH]c2=O)N2CCN(C)CC2)cc1 (stereo not given) | i | i | i | i | 98* | i | i | i | i | i | i
26 | COc1ccc(N2CCN(C(=O)c3ccc(S(=O)(=O)N4CCOCC4)cc3)CC2)cc1 | i | i | i | i | i | i | i | i | i | i | i
27 | CCOC(=O)c1[nH]c2ccc(Br)cc2c1NC(=O)CCN1CCCC(C)C1 (stereo not given) | i | i | i | i | i | i | i | i | . | i | i
28 | O=C(Nc1ccccc1Cl)ON=C1c2ccccc2-c2ccccc21 | i | i | i | i | i | i | i | i | i | i | i
29 | O=C(c1ccc(Cl)cc1)N1CCC(O)(CSc2ccccc2)CC1 | i | i | i | i | i | i | i | i | i | i | i
30 | COc1ccc2nc(C)cc(N3CCC(C(N)=O)CC3)c2c1 | i | i | i | i | i | i | i | i | i | i | -9.14*
31 | COCCNC(=O)C1Cc2cc(S(=O)(=O)N3CCCC3)ccc2N1C(C)=O (stereo not given) | i | i | i | i | i | i | i | i | i | i | i
32 | O=C(OCc1nnc(-c2ccc(Cl)cc2)o1)c1ccc(O)cc1 | i | i | i | i | i | i | i | i | i | i | i
33 | O=C(Nc1ccc(S(=O)(=O)N2CCCCC2)cc1)c1ccc(CN2CCc3ccccc3C2)cc1 | i | i | i | i | i | i | i | i | i | i | i
34 | COc1ccccc1-c1coc2cc(O)cc(O)c2c1=O | i | i | i | i | i | i | i | 34.1* | i | i | i
35 | Cc1cc(Cl)ccc1NC(=O)CN1C(=O)NC2(CCCC2)C1=O | i | i | i | i | i | i | i | i | i | i | i
36 | O=C(Oc1ccc(Cl)cc1N1C(=O)CCC1=O)c1ccco1 | i | i | i | i | i | i | i | i | i | i | i
37 | O=C(Nc1cccc(S(=O)(=O)C(F)F)c1)c1ccc(Cl)c(S(=O)(=O)N2CCOCC2)c1 | i | i | i | i | i | i | i | i | i | i | -6.08*
38 | O=C(COc1ccccc1)NNC(=O)c1cc2ccccc2o1 | i | i | i | i | i | i | i | i | i | i | i
39 | CCc1ccc2ncc(C(=O)c3ccccc3)c(N3CCOCC3)c2c1 | i | i | i | i | i | i | i | i | i | i | i
40 | Cc1cc(C)c2nc(C(F)(F)F)nc(N3CC(C)OC(C)C3)c2c1 (stereo not given) | i | i | i | i | i | i | i | i | i | i | i
41 | CN1CCC(=NNC(=O)CN(c2ccc([N+](=O)[O-])cc2)S(=O)(=O)c2ccccc2)CC1 | i | i | i | i | i | i | i | i | i | i | i
42 | Fc1ccccc1CNc1ccc(Cl)cc1 | i | i | i | i | i | i | i | i | i | i | i
43 | Cc1noc(/C=C/N(C)C)c1S(=O)(=O)N(C)CC(=O)NC1CCCCC1 | i | i | i | i | i | i | i | i | i | i | i
44 | CCOc1ccc(N(CC(=O)NCC2CCCO2)C(=O)CCC(=O)Nc2nccs2)cc1 (stereo not given) | i | i | i | i | i | i | i | i | i | i | i
45 | Cc1cc(C)c2nc(N(CCCN(C)C)C(=O)c3ccc(S(=O)(=O)N4CC(C)OC(C)C4)cc3)sc2c1 (stereo not given) | i | i | i | i | i | i | i | i | i | i | i
46 | C(=N\c1nc2ccccc2n1CCN1CCCCC1)/c1cccs1 | i | i | i | i | i | i | . | i | i | i | i
47 | CCOC(=O)Cn1cnc2c(nnn2-c2cccc(Cl)c2)c1=O | i | i | i | i | i | i | i | i | i | i | i
48 | COC(=O)c1cccc(C23CC4(C2)[C@H](CN(CC2CCCCC2)[C@@H]4c2ccccc2)C3c2ccccc2)c1 (stereo not given in full) | i | i | i | i | i | i | i | i | i | i | i
49 | CCOC(=O)c1cc(CC)sc1N | i | i | i | i | i | i | i | i | i | i | i
50 | CC1CCCCC1NC(=O)c1nn(C)c(=O)c2ccccc12 (stereo not given) | i | i | i | i | i | i | i | i | i | i | i
51 | O=C(CCn1c(=O)oc2ccccc21)N1CCOCC1 | i | i | i | i | i | i | i | i | i | i | i
52 | Clc1ccccc1CN1CCN(/N=C/C=C\c2ccco2)CC1 | i | i | i | i | i | i | i | i | i | i | i
53 | CCN1CCN(c2cc3c(nn2)Oc2ccccc2N3C)CC1 | i | i | i | i | i | i | i | i | i | i | i
54 | CN(CC(=O)NCCN1CCOCC1)S(=O)(=O)c1ccc(F)cc1 | i | i | i | i | i | i | i | i | i | i | i
55 | Cc1cccc(C)c1NC(=O)CN(C)C(=O)c1ccccc1Cc1ccccc1 | i | i | i | i | i | i | i | i | i | i | i
56 | O=C(NN=C1CCCCCC1)c1ccc(Cl)s1 | i | i | i | i | i | i | i | i | i | i | i
57 | Cc1ccc(S(=O)(=O)c2cnc(-c3ccccc3)nc2N2CCN(C)CC2)cc1 | i | i | i | i | i | i | -6* | i | i | i | i
58 | CC(=O)c1ccc(NC(=O)CN2CCC(NC(=O)C3CCCCC3)CC2)cc1 | i | i | i | i | i | i | i | i | i | i | i
59 | COCCn1cnc2c1c(=O)n(CC(=O)OCC#N)c(=O)n2Cc1ccccc1 | i | i | i | i | i | i | . | i | i | i | i
60 | Cc1nc2ncnn2c(C)c1CCC(=O)N1CCc2ccccc2C1 | i | i | i | i | i | i | i | i | i | i | i

Next results.
nr | mol | MrgX1 antag | TRPC4 potent | TRPC6 act | MrgX1 allo act | TRPC4 act | RGS4 inh | TRPC4 block | MrgX1 agonist | ANO1 activ | ANO1 block | TRPC6 inh
61 | O=C(NCc1ccco1)c1ccc(Cl)c(S(=O)(=O)Nc2ccccc2)c1 | i | i | i | i | i | i | i | i | i | i | i
62 | CC(C)Cc1nc(N2CCC(C(N)=O)CC2)c2nnn(Cc3ccccc3)c2n1 | i | i | i | i | i | i | i | i | i | i | i
63 | Nc1ccc2c(c1)C(=O)N(CC1CCCO1)C2=O (stereo not given) | i | i | i | i | i | i | i | i | i | i | i
64 | COc1ccc(S(=O)(=O)N2CCN(c3ccccn3)CC2)cc1OC | i | i | i | i | i | i | i | i | i | i | i
65 | COc1ccc(NC(=O)c2cc(-c3cc(C)ccc3O)n[nH]2)cc1Cl | i | i | i | i | i | i | i | i | i | i | i
66 | CCc1cccc(NC(=O)CSc2nnc(Cc3ccc(OC)cc3)c(=O)[nH]2)c1 | i | i | i | i | i | i | i | i | i | i | i
67 | C=C1C(O)C[C@H]2C(=C)CCC3[C@H](OC(=O)[C@]3(O)CO)[C@@H]12 (stereo not given in full) | i | i | i | i | i | i | i | i | i | i | i

Random draw from the library. Share with any hit: about 5.8%.
